Screens from PubChem.
WRN helicase inh – WRN helicase (human) inhibition; Q14191; WRN helicase unwinding, fluorescent forked duplex, kinetic; Potency, µM (top dose mostly 114 µM), inactives show at the top dose activity change, negative = inhibition, hits mostly inhibitors; actives 0.46% (n = 360,000); AID 651768; also: potency is read from the fitted curve at half-maximal effect; % is scaled to controls: 0 for no effect and ±100 for the full control effect; nearly all actives have a fitted effect of over 55% in size
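Fluorescence dequenching readout, ex 525 nm/em 598 nm, kinetic mode: forked duplex DNA (100 nM final) with adjacent fluorophore and quencher unwound by WRN (20 nM final) with 2 mM ATP. Compound preincubation 15 min, room temperature.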
EPAC1 antagonist – blocks human EPAC1 exchange factor; EPAC1 GEF assay, Rap1b-BODIPY-GDP exchange fluorescence; Potency, µM (titrated, usually from 115 µM), for the others: top-dose activity change, negative = inhibition, actives largely listed as inhibitors; AID 720709; actives 0.14% (n = 360,000); O95398;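 also: potency is read from the fitted curve at half-maximal effect; plate controls were vehicle for no effect and positive control for full effect; nearly all actives have a fitted effect of over 50% in size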
FUS suppressor – FUS proteinopathy suppression in yeast; S. cerevisiae FUS-expressing, growth rescue, OD600, 24 h; Potency, µM (top dose mostly 76.6 µM), inactives show at the highest dose growth rescue (activation), hits mostly activators; actives 0.24% (n = 390,000); AID 1347120;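 also: potency is read from the fitted curve at half-maximal effect; plate controls were DMSO vehicle for no effect and reference control for full effect; nearly all actives have a fitted effect of over 55% in size; some results filed as inactive show a strong effect at the top dose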
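Steps: raffinose overnight preculture; dilution to OD 0.005 in 2% galactose minimal medium; compound addition (concentration series); 24hr at 30C, 99% humidity; absorbance read at 600 nm.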
PLK1 PBD inh – blocks phosphopeptide binding to human PLK1 polo-box domain. P53350. Plk1 PBD binding of FITC phosphopeptide, fluorescence polarization. Potency, µM, inactives show max response, negative = inhibition, hits mostly inhibitors. actives 2.8% (n = 360,000); also: potency is read from the fitted curve at half-maximal effect; series mostly up to about 57 µM; % is scaled to controls: 0 for no effect and ±100 for the full control effect; nearly all actives have a fitted effect of over 65% in size
Target sequence (P53350 whole entry, looked up, the tested form may be a part): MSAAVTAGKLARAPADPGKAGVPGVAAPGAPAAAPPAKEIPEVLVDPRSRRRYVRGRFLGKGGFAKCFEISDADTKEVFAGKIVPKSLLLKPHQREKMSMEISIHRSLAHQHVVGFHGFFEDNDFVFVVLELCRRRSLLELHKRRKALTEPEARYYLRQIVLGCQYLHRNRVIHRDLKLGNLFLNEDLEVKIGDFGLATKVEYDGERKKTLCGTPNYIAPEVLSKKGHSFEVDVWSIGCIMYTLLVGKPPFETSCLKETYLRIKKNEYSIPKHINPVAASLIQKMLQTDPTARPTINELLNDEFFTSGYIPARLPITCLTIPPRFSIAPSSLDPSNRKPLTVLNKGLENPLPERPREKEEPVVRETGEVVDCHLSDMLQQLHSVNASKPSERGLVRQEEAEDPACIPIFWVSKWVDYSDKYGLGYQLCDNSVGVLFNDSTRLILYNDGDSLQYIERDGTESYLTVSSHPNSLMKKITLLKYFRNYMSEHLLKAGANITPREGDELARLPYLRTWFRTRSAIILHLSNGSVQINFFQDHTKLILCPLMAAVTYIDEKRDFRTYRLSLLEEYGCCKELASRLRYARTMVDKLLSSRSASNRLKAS
IL-2 act – IL-2 activation; IL-2 activation reporter assay, cell-based qHTS; stimulated with anti-CD3/CD4/CD28 beads; in transgenic mouse T cells; activation, % (series mostly up to about 46 µM); actives 0.065% (n = 360,000); in the data active = activation above about 50%; inconclusive = mostly about 30% to 49%; also: 0% is about no effect
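Readout is EGFP and DsRed signal by fluorescent plate cytometry after 18 h at 37 degrees C. Transgenic mouse T cells (750/well) received compound for 60 min before bead stimulation (anti-CD3, anti-CD4, anti-CD28); memory T cells served as non-tolerant control.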
Abeta rescue – restores growth of yeast expressing A-beta42 peptide; yeast expressing A-beta42, growth rescue, OD600, 48 h; response scale: 0% DMSO, 100% iron-clioquinol control; Potency, µM (top dose mostly 46.1 µM), inactives show at the top dose growth rescue, usual class: activators; actives 0.063% (n = 410,000); AID 1347071; also: potency is read from the fitted curve at half-maximal effect; nearly all actives have a fitted effect of over 55% in size
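Growth rescue measured by 600 nm absorbance after 48 h yeast culture at 30 C with compound. Values normalized between DMSO and an equimolar ferric chloride plus clioquinol control.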
EPAC1 agonist – activates human EPAC1 exchange factor; Potency, µM (doses to about 154 µM), for the others: at the top dose activation, actives largely listed as activators; EPAC1 agonist qHTS, biochemical assay; response scale: 100% = response to 6.5 mM cAMP; actives 0.073% (n = 360,000); O95398; AID 720707; also: potency is read from the fitted curve at half-maximal effect; nearly all actives have a fitted effect of over 60% in size
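Normalized to 6.5 mM cAMP, activity reflects EPAC1-catalysed release of BODIPY-GDP from Rap1B, followed kinetically over 30 min at 480 nm excitation, 540 nm emission. Reaction contained 100 nM EPAC1, 250 nM Rap1B-BODIPY-GDP, 50 uM GDP.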
PI5P4K alpha inh – inhibitors of human PI5P4K alpha. P48426. PI5P4Kalpha enzyme, ADP-Glo luminescence, 60 min; hits give low values. max response, %. actives 1.2% (n = 330,000); active = max response of -50% or lower; inconclusive = between -30% and -50%; inactive = -30% or higher; also: value at the top dose of about 77 µM; % is scaled to controls: 0 for no effect and ±100 for the full control effect
Target sequence (P48426 whole entry, looked up): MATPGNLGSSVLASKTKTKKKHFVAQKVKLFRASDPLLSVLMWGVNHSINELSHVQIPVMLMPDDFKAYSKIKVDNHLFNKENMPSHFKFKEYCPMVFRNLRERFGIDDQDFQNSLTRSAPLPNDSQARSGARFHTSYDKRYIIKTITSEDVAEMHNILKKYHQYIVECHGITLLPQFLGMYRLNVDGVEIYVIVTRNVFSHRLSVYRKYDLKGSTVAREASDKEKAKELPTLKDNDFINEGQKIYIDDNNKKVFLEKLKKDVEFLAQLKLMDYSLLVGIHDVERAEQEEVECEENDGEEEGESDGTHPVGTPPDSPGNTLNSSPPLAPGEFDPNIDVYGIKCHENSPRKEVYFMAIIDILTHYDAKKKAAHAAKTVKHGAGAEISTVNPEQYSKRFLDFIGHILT
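Human PI5P4Kalpha with substrate in 0.038 M HEPES pH 7.4, 0.28 mM EGTA, 0.1% CHAPS, 5% DMSO; reaction started with 5 microM ATP (final), 60 min at room temperature. ADP formed read by ADP-Glo luminescence.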
Active calls of the source: *; ? = inconclusive; / = not tested or not shown; [ ] = remark or other dose. Unless noted, calls follow the shape of the dose curve; as a rule, active = well fitted curve in the direction sought with a large enough effect; inconclusive = small, poorly fitted or top-dose-only effect, or another doubt; inactive = no such curve, though single readings can be large; an effect the other way counts as inactive or inconclusive.

SMILES	WRN helicase inh	EPAC1 antagonist	FUS suppressor	PLK1 PBD inh	IL-2 act	Abeta rescue	EPAC1 agonist	PI5P4K alpha inh
O=C(OCc1cc(=O)n2ccsc2n1)c1ccccc1NCCO	-11%[11.6 µM]	?	18%	-15%	0.8	-4%	-3%	?
CC(=O)Nc1ccc(-c2ccnc3c2CC(C)(C(=O)NCC2CCOCC2)O3)cc1 (stereo not drawn)	0%	6%	-15%	-2%	-0.5	-13%	-2%	-4
Cc1ccc(-c2nn(C)c(=O)c3ccccc23)cc1S(=O)(=O)NCCN1CCOCC1	-15%	5%	5%	-12%	-0.7	7%	5%	-14
COC(=O)c1cccc(NS(C)(=O)=O)c1C	5%	10%	-3%	1%	-3.1	4%	-1%	/
O=C(Nc1ccnn1C1CCN(C(=O)c2cccc(Cl)c2)CC1)C1CCOC1 (stereo not drawn)	-11%	-10%	/	-2%	-4.8	-15%	-4%	-6
Cc1ccc(CNS(=O)(=O)c2ccc3c(c2)N(C)CCO3)cc1	-4%	-11%	19%	-10%	-3.4	-14%	7%	12
Cc1ccc(NC(=O)Nc2ccc3c(c2)OCO3)cc1F	6%	13%	-2%	0%	0.6	5%	-2%	0
COc1ccc(CNC(=O)c2cn(Cc3ccccc3OC)c(=O)s2)cc1	-13%[57.1 µM]	-5%	42%	2%	-0.8	-4%	-1%	3
COC(=O)Cn1cc(C(=O)OC)c2ccccc21	1%[57.1 µM]	6%	16%	-9%	-2.7	0%	-7%	0
COC(=O)CS(=O)(=O)c1ccc2c(c1)CC(=O)N2	-3%	-7%	-12%	-9%	-0.1	15%	15%	0
Cn1nnnc1SCc1ccccc1F	-5%	-2%	1%	0%	1.2	9%	2%	-5
CSCC[C@H](NC(=O)C1CCN(S(=O)(=O)c2ccc(C)cc2)CC1)C(=O)NCc1ccco1	-13%	-3%	5%	?	-1.8	-8%	5%	-23
CC(C)CC(=O)Nc1nc2c(c(=O)[nH]1)CCCC2	0%	7%	7%	0%	-1.0	0%	-3%	0
C[C@H]1CN(C2CCCCC2)C(=O)[C@@H]1CC(=O)Nc1ccc(Br)cc1	-2%	-10%	1%	2%	-2.7	10%	-4%	1
COCCCn1c(=O)c2sccc2n(Cc2cccc(C)c2)c1=O	0%	-3%	2%	3%	-0.1	8%	11%	1
CNc1nc(C)c(C(C)=O)cc1C#N	-8%	-5%	/	7%	4.4	1%	14%	-6
COc1ccc(-n2ccnc2SCC(=O)Nc2cc(C)on2)cc1	-13%	-1%	1%	-5%	-1.3	-7%	-30%	-2
CCNS(=O)(=O)c1ccc(CCC(=O)NCc2ccc3c(c2)OCO3)cc1	1%	4%	18%	-20%	0.0	5%	1%	2
CCCCOc1ccc(NC(=O)CN2CCN(CC)CC2)cc1	?	-29%	13%	-18%	-0.4	2%	-3%	-2
CC(=O)OCc1c(C(F)(F)F)nn(C)c1SCc1ccc(Cl)cc1	-4%	-11%	3%	0%	1.2	7%	-3%	1
Cc1cccc(C)c1NC(=O)c1cc(S(=O)(=O)N2CCC3(CC2)OCCO3)ccc1F	13%	5%	0%	3%	-2.6	14%	-13%	-1
CC(=O)c1ccc(NC(=S)NCc2ccco2)cc1	-6%	4%	-17%	-5%	-0.2	-1%	12%	-2
CC1(c2ccc(OC(F)F)cc2)NC(=O)N(CC(=O)Nc2ccc(F)cc2)C1=O (stereo not drawn)	2%	-21%	-2%	-1%	-0.5	-6%	-6%	2
CC1CCN(CCCNC(=O)c2ccc3c(=O)n(Cc4ccc(Cl)cc4)c(=S)[nH]c3c2)CC1	1%	-12%	15%	-4%	0.7	-24%	0%	0
FC(F)(F)c1cccc(NC(=S)NCc2ccc(Cl)cc2)c1	-1%	-22%	-6%	-20%	-1.8	2%	-3%	-4
Cc1c(CC(=O)NCCC(C)C)c(=O)oc2cc3c(cc12)CCC(C)(C)O3	-2%	-2%	-3%	-1%	0.1	?	-8%	-4
C#CCOCCOCCOCCNc1nc(N2CCN(C(=O)[C@H]([C@@H](C)CC)n3cc(CCCN=C(N)N)nn3)CC2)nc(N2CCN(C(=O)[C@H]([C@@H](C)CC)n3cc(CCC(=O)O)nn3)CC2)n1	-3%	10%	6%	-2%	1.4	4%	-6%	0
O=C(Cc1cccc(NC(=O)C2CCCN(C(=O)c3ccccc3)C2)c1)Nc1ccc(C(=O)N2CCOCC2)cc1 (stereo not drawn)	3%	1%	6%	-5%	0.8	19%	11%	-1
Cc1ccc(C)c(NC(=S)N/N=C2/CCCCc3ccccc32)c1	-10%	-11%	2%	-24%	-0.1	4%	12%	12
O=C(C1=C(O)C(=O)N(CC2CCCO2)C1c1ccccc1F)c1ccco1 (stereo not drawn)	-5%	-3%	6%	-8%	-2.1	-18%	2%	2

Record cards (already shown). Order of screens: WRN helicase inh, EPAC1 antagonist, FUS suppressor, PLK1 PBD inh, IL-2 act, Abeta rescue, EPAC1 agonist, PI5P4K alpha inh
Shown for CC1(c2ccc(OC(F)F)cc2)NC(=O)N(CC(=O)Nc2ccc(F)cc2)C1=O (stereo not drawn) : 2%, -21%, -2%, -1%, -0.5, -6%, -6%, 2
Shown for COc1ccc(-n2ccnc2SCC(=O)Nc2cc(C)on2)cc1 : -13%, -1%, 1%, -5%, -1.3, -7%, -30%, -2
Shown for CC(=O)Nc1ccc(-c2ccnc3c2CC(C)(C(=O)NCC2CCOCC2)O3)cc1 (stereo not drawn) : 0%, 6%, -15%, -2%, -0.5, -13%, -2%, -4
Shown for CSCC[C@H](NC(=O)C1CCN(S(=O)(=O)c2ccc(C)cc2)CC1)C(=O)NCc1ccco1 : -13%, -3%, 5%, ?, -1.8, -8%, 5%, -23
Shown for COC(=O)CS(=O)(=O)c1ccc2c(c1)CC(=O)N2 : -3%, -7%, -12%, -9%, -0.1, 15%, 15%, 0

(listing goes on)
SMILES	WRN helicase inh	EPAC1 antagonist	FUS suppressor	PLK1 PBD inh	IL-2 act	Abeta rescue	EPAC1 agonist	PI5P4K alpha inh
COc1ccc(/C=C2\N=C(c3c(-c4ccccc4)noc3C)OC2=O)cc1OC	-9%	-21%	/	-2%	-0.1	1%	-9%	-1
CC1(C(=O)Nc2cccc3ncccc23)CCN1C(=O)C1(c2ccccc2)CC1 (stereo not drawn)	-10%	2%	-9%	-13%	-0.6	-14%	-3%	-12
Nc1nc2cc(Br)ccc2o1	6%	3%	/	2%	-0.6	-48%[inhibitor]	-3%	17
O=[N+]([O-])c1ccc(C(O)CN2CCN(c3ccccc3)CC2)cc1 (stereo not drawn)	11%	18%	3%	-11%	0.5	3%	-3%	-4
Cc1ccc(/C=N/Nc2nc3ccccc3s2)o1	-12%	-13%	13%	-4%	-5.5	?	-6%	11
CC(C)S(=O)(=O)c1cnc(-c2cccnc2)nc1N	1%	2%	-7%	-9%	0.4	6%	10%	12
CC1(c2ccncc2)Nc2ccccc2-c2nc3ccccc3n21 (stereo not drawn)	-13%	-14%	11%	1%	1.5	10%	0%	/
COc1ccc2oc(=Nc3ccc(C(=O)O)cc3)c(C(=O)NCc3ccco3)cc2c1	-7%	-24%	-2%	-9%	-0.6	5%	4%	4
Cc1cc2c(c(=O)n1Cc1cccnc1)C(c1ccc(F)cc1)C(C#N)=C(N)O2 (stereo not drawn)	4%	-2%	24%	-2%	0.2	0%	-15%	-4
COc1ccc(C2CC(c3cccc(Br)c3)=NN2c2ccc(S(N)(=O)=O)cc2)cc1 (stereo not drawn)	3%	9%	?	-18%	-0.4	3%	-5%	0
NC(=O)c1ccsc1NC(=O)COC(=O)C1CCCN1C(=O)c1cccs1 (stereo not drawn)	-12%	0%	28%	-24%	-0.4	8%	5%	-22
CCOC(=O)CC1(C)NC(=O)c2c(C)sc(C(=O)OCC)c2N1 (stereo not drawn)	-29%	-8%	/	-2%	-4.7	6%	-11%	1
Cc1ccc(NCc2nnc(SCC(=O)NNC(=O)Cc3ccccc3)n2C)cc1	2%	-21%	-36%	4%	-1.7	-19%	-4%	-3
O=C(c1csc2c1CCCC2)N1CCN(c2ccc(F)cc2)CC1	-9%	-13%	40%	-24%	-3.5	-8%	4%	-2
O=C(Cn1c(=O)[nH]c2ccsc2c1=O)NC1CCCCCC1	2%	-11%	10%	-2%	-1.2	9%	0%	/
CC(C)(C)C1CCc2onc(C(=O)Nc3ccc4c(c3)OCO4)c2C1 (stereo not drawn)	0%	-3%	-16%	-12%	-1.2	-1%	-5%	?
O=[N+]([O-])c1ccc(N/N=C/c2cccs2)nc1	7%	-5%	6%	-11%	-0.5	3%	-3%	4
CN(C(=O)c1ccccc1C(=O)OCC(=O)Nc1ccc(S(N)(=O)=O)cc1)c1ccccc1	-1%	-11%	18%	-7%	-1.1	1%	3%	-2
CC(=O)Nc1cc(S(=O)(=O)Nc2ccc(C)cc2)c(C)cc1C	-9%	4%	-3%	-2%	0.4	-4%	1%	-8
Cc1ccc(C(=O)NC(=S)NNS(=O)(=O)c2ccccc2)cc1	-31%	20%	25%	?	2.0	-57%[inhibitor]	0%	-16
COCCNC(=O)C1(C)Oc2ccccc2NC1=O (stereo not drawn)	8%	10%	-5%	-10%	-0.8	8%	-5%	-3
Cc1ccc(CCN2CC(C(=O)NC3CCCC3)CC2=O)cc1 (stereo not drawn)	-12%	-26%	17%	-6%	2.1	4%	-1%	4
c1csc(C2CCCN2c2nc3nonc3nc2NC2CC2)n1 (stereo not drawn)	-2%	-5%	-2%	-14%	2.0	-5%	1%	6
O=C(CNC(=O)C(c1ccccc1)c1ccccc1)N/N=C/c1ccc(O)cc1O	-7%	-9%	-2%	0%	1.4	-19%	7%	-6
CC1CC(C)CN(C(=O)CNS(=O)(=O)c2ccc(Br)s2)C1 (stereo not drawn)	-8%	6%	6%	-7%	-0.4	-4%	16%	/
COc1cc(OC)c(OC)cc1/C=N/NC(=S)NCCN1CCOCC1	6%	4%	15%	-3%	-0.2	-19%	1%	13
Cc1cc2cc(C(c3nnnn3Cc3ccccc3)N3CCc4ccccc43)c(=O)[nH]c2cc1C (stereo not drawn)	-4%	1%	?	-6%	-0.6	7%	-1%	/
C=CCn1c(-c2ccc(Cl)cc2)ccc(C#N)c1=O	-12%	5%	/	1%	6.7	-1%	-4%	38
COc1ccc(OC)c2c1cc(C(=O)N[C@@H](C)C(=O)N[C@@H](C(=O)O)c1ccccc1)n2C	7%	-4%	2%	-4%	-1.7	9%	-3%	5
Cc1cc(/C=N/NC(=O)CC2(C)OCCO2)c(C)n1-c1ccc(Cl)c(Cl)c1	-14%	-4%	-22%	-8%	-3.9	-7%[9.22 µM]	0%	-5
